Bioassay records from PubChem BioAssay.
mcGAS RapidFire – inhibitors of Mus musculus cyclic GMP-AMP synthase, initial high-throughput assay, cell-free, RapidFire MS | AID 1259397, 2018 | recombinant mouse cGAS, cGAMP by RapidFire MS | Q8C6L5 | inhibition, % at 12.5 µM | hit rate 0.18% among 130,000;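 active = inhibition of cGAS enzyme activity at or above 60%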;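 note: enzyme stimulated by 45 bp dsDNA with ATP and GTP substrates; cGAMP share of summed cGAMP plus half ATP and half GTP signals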
Target sequence (Q8C6L5 whole entry, looked up): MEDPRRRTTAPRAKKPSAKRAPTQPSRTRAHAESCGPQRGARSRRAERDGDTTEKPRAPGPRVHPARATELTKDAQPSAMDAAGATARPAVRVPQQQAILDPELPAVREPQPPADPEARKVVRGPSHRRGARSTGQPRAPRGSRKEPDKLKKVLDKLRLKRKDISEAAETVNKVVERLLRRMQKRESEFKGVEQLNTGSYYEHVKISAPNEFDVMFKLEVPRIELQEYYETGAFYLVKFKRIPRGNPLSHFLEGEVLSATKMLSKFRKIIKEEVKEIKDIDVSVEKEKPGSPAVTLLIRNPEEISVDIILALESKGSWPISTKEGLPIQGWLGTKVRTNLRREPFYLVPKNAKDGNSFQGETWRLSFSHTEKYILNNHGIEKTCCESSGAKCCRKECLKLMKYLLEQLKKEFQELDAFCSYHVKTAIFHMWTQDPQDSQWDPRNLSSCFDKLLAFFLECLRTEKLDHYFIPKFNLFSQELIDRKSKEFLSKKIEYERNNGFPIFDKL
Active calls of the source: *.

SMILES	mcGAS RapidFire
O=[N+]([O-])c1ccc(Cl)c(C2Nc3cccc4cccc(c34)N2)c1	-5
O=C(Nc1cccc(C(F)(F)F)c1)c1c[nH]c2ccc(S(=O)(=O)N3CCc4ccccc4C3)cc2c1=O	-4
c1coc(CN2CCC(NC3CCCN(c4nc5ccccc5s4)C3)CC2)c1 (centres undefined)	-2
COC(=O)CCC1CCCCN1C(=O)c1cc2ccccc2[nH]c1=O (centres undefined)	-15
Cc1cc(C)c2cc(C(=O)OCC(=O)N(C)C3(C#N)CCCCC3)[nH]c2c1	-2
COC(=O)c1occc1CN(C)c1ccccc1	-5
CCOc1ccccc1CNCCNc1ccccn1	-1
O=P(O)(O)C(Nc1cccc(Cl)c1)c1cccc(F)c1 (centres undefined)	20
COc1ccc(S(=O)(=O)N2CCCOC2CNC(=O)C(=O)NCCC2=CCCCC2)cc1C (centres undefined)	-6
Cc1cc(NC(=O)C(C)NC2CCSc3ccc(Cl)cc32)no1 (centres undefined)	-7
CC(Sc1nc(N)nc2nc[nH]c12)C(=O)N1CCN(Cc2ccc3ccccc3c2)CC1 (centres undefined)	-4
COc1ccc(C(Cl)Cl)c(C(=O)O)c1	3
CCCCS(=O)(=O)NC(C)C(=O)N1CCC(OC)CC1 (centres undefined)	-3
COc1cccc(-n2nnc3c(=O)[nH]cnc32)c1	2
Fc1cccc(Cl)c1-c1nccn1CCc1ncc[nH]1	-18
CN1CCC2(CC1)CCN(c1ncc(F)c(N3CCOCC3)n1)C2	-12
Cc1ccc(NC(=O)NC(=O)CN(Cc2ccco2)C2CC2)cc1C	0
CNC(=O)CN(c1ccccc1C(=O)NC)S(=O)(=O)c1ccc(OC)cc1	0
CSc1ncccc1C(=O)OCc1cc(-c2ccco2)on1	-5
CSc1cc(-c2ccc(Cl)cc2)no1	-4
Cc1nn(CC(=O)N2CC(C)OC(C)C2)c(=O)c2c1cnn2-c1ccccc1 (centres undefined)	-9
CC(C)Oc1cc(Br)cc(C(=O)N2CCC(O)CC2)c1	-7
CC(CC(=O)N(CC#Cc1ccccc1)C1CCCC1)n1cccn1 (centres undefined)	-10
CN(C)c1ccc(-c2nnc(C3CCc4nnc(C5CC5)n4C3)o2)cn1 (centres undefined)	2
O=C(NCCc1nnc2n1CCNCC2)c1cc2ccccc2[nH]1	-18
SMILES	mcGAS RapidFire
CCCCCC(=O)NCC1CN(C(C)=O)CCO1 (centres undefined)	-4
COC1CCCC(OC(=O)c2ccc(S(=O)C(C)C)cc2)C1 (centres undefined)	5
O=C(CCN1CCCCO1)NC1CCCN(CC2CCCCC2)C1 (centres undefined)	1
Cc1cc(N(C)Cc2nc3ccsc3c(=O)[nH]2)nc(-c2cccnc2)n1	-14
CC(=O)Nc1ccc(CN2C(=O)C(C)(C)ON=C2c2ccc(C(F)(F)F)cc2)cc1	-1
Cc1ccc(F)c(CC(=O)N2CCOC(COCc3ccccc3F)C2)c1F (centres undefined)	-7
COc1cc(OC)cc(C(=O)Nc2ccccc2-c2cccs2)c1	-8
Cc1cc(N2CCCCC2)nc(NCCNS(C)(=O)=O)n1	-5
CC(C)(C)c1ccc(C(=O)N2CCC2(C)C(=O)NS(=O)(=O)c2ccc(C(C)(C)C)cc2)cc1 (centres undefined)	-10
Cc1ccc(C(C(=O)N(C)CC2CCN(CCc3cccc(F)c3)CC2)N(C)C)cc1 (centres undefined)	-8
Cc1cc(O)c(C(c2ccccc2)N2CCN(c3ccccn3)CC2)c(=O)n1Cc1ccccc1 (centres undefined)	-2
O=C1c2ccccc2C(=O)N1OS(=O)(=O)c1ccc(F)cc1	10
C1COC(c2nc(CNC3CCC4(CCNCC4)CC3)no2)C1 (centres undefined)	-4
COc1ccc(S(=O)(=O)N2CCN(C(=O)N3CCCCC3)CC2)cc1[N+](=O)[O-]	-2
O=C(/C=C/c1ccco1)Nc1[nH][nH]c(=O)c1-c1ccccc1	-14
Cc1ccccc1-c1ccc(CN2CCC(N)(C(=O)O)C2)cc1 (centres undefined)	-2
CC1N(C)c2ccc(C=Cc3cc[n+](C)cc3)cc2C1(C)C (centres undefined)	-41
CN(C)N(C(=O)c1cnc2ccccc2n1)C1CCS(=O)(=O)C1 (centres undefined)	5
Cc1noc(C)c1COc1ccccc1C(=O)NC1CCC(C)CC1 (centres undefined)	-1
Cc1ccccc1-c1noc(CCCC(=O)N2[C@@H]3CC[C@H]2CNC(=O)C3)n1	-13
Cc1cc(C)cc(N2CCC(N3CCCC(CCC(=O)NC4CC4)C3)CC2)c1 (centres undefined)	-7
CCc1noc(C)c1C(=O)N1CCC(CCC(=O)NCc2cccnc2)CC1	-7
CCCn1nc(C(=O)NC2=NCCS2)c2ccccc2c1=O	-7
Cc1ccc(-n2c(C)cn3c4c(=O)n(CCN5CCOCC5)c(=O)n(C)c4nc23)cc1	-4
CC(=O)COC(=O)c1ccc(N2C(=O)c3cccc(Oc4ccc(Cl)cc4)c3C2=O)cc1	-1
SMILES	mcGAS RapidFire
Cc1ccc(-n2ncc(C(=O)N3CCC(C)CC(C)(C)C3)c2N)c(C)c1 (centres undefined)	-11
O=C(O)C1CSC(c2cccc(I)c2)N1 (centres undefined)	-3
O=C(CCc1cn2ccccc2n1)N1CCN(CCn2cncn2)CC1	-6
COC(=O)c1c(C)oc2c1cc(NS(=O)(=O)c1ccc(Cl)c([N+](=O)[O-])c1)c1ccccc12	0
FCCCN1CCc2onc(-c3ccc(-c4ccccc4)cc3)c2C1	-4
O=C(Nc1nccs1)c1cccc2ccccc12	-9
Cc1ccc(NC(=O)C2CCCC2)c(-n2cnnc2)c1	-13
NS(=O)(=O)CC1CCCN1CCSc1ccccc1 (centres undefined)	-29
CCc1nc(SCC(=O)c2ccc(F)cc2)n[nH]1	-3
CN(Cc1ccccc1)c1nc2c(c(Oc3cccc(F)c3)n1)CNCC2	-2
CCOc1nn(CC)cc1C(=O)NCCCc1ccccc1	-19
CCOC(=O)Cc1csc(NC(=O)COc2ccc(F)cc2)n1	3
C=CCn1c(=NC(=O)CCS(=O)(=O)c2ccc(OC)cc2)sc2c(OC)ccc(OC)c21	-5
COc1cc(CNCCN2CCOCC2)cc(Cl)c1OCc1cccs1	-8
COCCn1c(=O)c2c(nc3n(Cc4ccco4)c(C)c(C)n23)n(C)c1=O	-7
Cn1c(=O)c(-c2cccc(C(F)(F)F)c2)c(-n2cnnc2)c2ccccc21	-8
COCCn1c(=O)c2c(nc3n2CCN3c2ccc(OC)cc2)n(C)c1=O	-5
O=C(NCc1cccc(C(=O)N2CCCC2)c1)c1ccc(F)cc1Cl	-11
Cc1ccc(/C=C/C2=NC(=C\c3ccc(C)o3)/C(=O)O2)cc1	-1
CS(=O)(=O)NCCC1CCCCN1C(=O)NCC1CCCO1 (centres undefined)	-2
O=C(CN1CCc2[nH]c3ccc(F)cc3c(=O)c2C1)NC1CCCC1	-13
NC(Cc1ccc(C(F)(F)F)cc1)c1csc(Nc2ncccn2)n1 (centres undefined)	-10
Cc1cccc(C)c1-n1nnnc1C1(Nc2cccc(O)c2)CCCCC1	1
COc1ccc(Cl)c2sc(NCCN3CCOCC3)nc12	-22
Cc1cc(C)n(CC(C)CNC(=O)NCc2ccn[nH]2)n1 (centres undefined)	-11
SMILES	mcGAS RapidFire
CC(C)Oc1ncccc1CNCc1ccccc1-n1cccn1	-9
CCOC(=O)Cn1c(=O)c2c(nc3n(C(C)CC)c(C)cn23)n(C)c1=O (centres undefined)	-4
CCC(CC)NC(=O)CSc1nnc(NCc2ccc(OC)cc2)s1	-7
CCOC(=O)c1c(C)n(C)c2ccc(OC(C)=O)cc12	13
CC(C)c1nc(C2Cc3ccccc3O2)n(-c2ccccn2)n1 (centres undefined)	-12
COc1ccc(OC)c(NC(=O)COC(=O)C(NC(=O)c2ccco2)C(C)C)c1 (centres undefined)	1
Cn1cc(/C=C/C(=O)N2CCC3(CCCN(Cc4ccccc4F)C3)C2)cn1 (centres undefined)	3
Cc1cccc(Cc2nnc(CCC(=O)N3CCC(C(O)c4cccs4)CC3)o2)c1 (centres undefined)	-6
Clc1ccccc1OCCn1cc(C2CC=CCC2)nn1 (centres undefined)	6
Cn1cnc(S(=O)(=O)NC2C3COCC2CN(CCOc2ccccc2)C3)c1 (centres undefined)	-1
O=C(c1cnc2cc3c(cc2c1)OCO3)c1cc(F)ccc1O	-2
N#CC1(C(=O)Nc2ccc(C(F)(F)F)cc2)CCCC1	-8
O=C(c1cnc2n(c1=O)CCS2)N(c1ccccc1)C1CCCCC1	-5
COc1c(Cl)cc(Cl)cc1CN1CCCC(N(C)C)CC1 (centres undefined)	-19
CC(C)(C)n1ncc(O)c(Cl)c1=O	-40
Cc1ccsc1CN(C)Cn1nc(-c2ccc(Cl)cc2)n(C)c1=S	-2
CN(Cc1ccc(F)cc1)Cc1nc(CCc2ccccc2)no1	1
CCN(c1ccccc1)S(=O)(=O)c1ccc(OC)c(NC(=O)C2CCCN(S(C)(=O)=O)C2)c1 (centres undefined)	-5
C=CCn1nc(C(=O)O)c2c1CCC(N1CC(Oc3cccc(C)c3)C1)C2 (centres undefined)	8
Cc1ccc(CNC(=O)NC(CC(C)C)C(=O)N2CCN(C(=O)C3CC3)CC2)cc1 (centres undefined)	11
Cc1ccccc1-c1ncc(CNCCSc2nnnn2C)s1	-12
COCC(=O)NC(c1ccccc1)c1ccc(C)c(C)c1 (centres undefined)	-4
CCC1CN(Cc2cc(=O)n(C)c(=O)n2C)CCO1 (centres undefined)	3
O=C(O)c1cccnc1CN(Cc1ccc2[nH]ccc2c1)C1CC1	-16
COC(=O)c1c(C)[nH]c(C(=O)C(C)Sc2nnnn2C)c1C (centres undefined)	-5

In a second layout: 24 of the compounds above
mcGAS RapidFire	Structure
-22	COc1ccc(Cl)c2sc(NCCN3CCOCC3)nc12
-11	Cc1cc(C)n(CC(C)CNC(=O)NCc2ccn[nH]2)n1 (centres undefined)
-9	CC(C)Oc1ncccc1CNCc1ccccc1-n1cccn1
-4	CCOC(=O)Cn1c(=O)c2c(nc3n(C(C)CC)c(C)cn23)n(C)c1=O (centres undefined)
-7	CCC(CC)NC(=O)CSc1nnc(NCc2ccc(OC)cc2)s1
13	CCOC(=O)c1c(C)n(C)c2ccc(OC(C)=O)cc12
-12	CC(C)c1nc(C2Cc3ccccc3O2)n(-c2ccccn2)n1 (centres undefined)
1	COc1ccc(OC)c(NC(=O)COC(=O)C(NC(=O)c2ccco2)C(C)C)c1 (centres undefined)
3	Cn1cc(/C=C/C(=O)N2CCC3(CCCN(Cc4ccccc4F)C3)C2)cn1 (centres undefined)
-6	Cc1cccc(Cc2nnc(CCC(=O)N3CCC(C(O)c4cccs4)CC3)o2)c1 (centres undefined)
6	Clc1ccccc1OCCn1cc(C2CC=CCC2)nn1 (centres undefined)
-1	Cn1cnc(S(=O)(=O)NC2C3COCC2CN(CCOc2ccccc2)C3)c1 (centres undefined)
-2	O=C(c1cnc2cc3c(cc2c1)OCO3)c1cc(F)ccc1O
-8	N#CC1(C(=O)Nc2ccc(C(F)(F)F)cc2)CCCC1
-5	O=C(c1cnc2n(c1=O)CCS2)N(c1ccccc1)C1CCCCC1
-19	COc1c(Cl)cc(Cl)cc1CN1CCCC(N(C)C)CC1 (centres undefined)
-40	CC(C)(C)n1ncc(O)c(Cl)c1=O
-2	Cc1ccsc1CN(C)Cn1nc(-c2ccc(Cl)cc2)n(C)c1=S
1	CN(Cc1ccc(F)cc1)Cc1nc(CCc2ccccc2)no1
-5	CCN(c1ccccc1)S(=O)(=O)c1ccc(OC)c(NC(=O)C2CCCN(S(C)(=O)=O)C2)c1 (centres undefined)
8	C=CCn1nc(C(=O)O)c2c1CCC(N1CC(Oc3cccc(C)c3)C1)C2 (centres undefined)
11	Cc1ccc(CNC(=O)NC(CC(C)C)C(=O)N2CCN(C(=O)C3CC3)CC2)cc1 (centres undefined)
-12	Cc1ccccc1-c1ncc(CNCCSc2nnnn2C)s1
-4	COCC(=O)NC(c1ccccc1)c1ccc(C)c(C)c1 (centres undefined)

The main list resumes; the 2 compounds before the break are reprinted first.
SMILES	mcGAS RapidFire
O=C(O)c1cccnc1CN(Cc1ccc2[nH]ccc2c1)C1CC1	-16
COC(=O)c1c(C)[nH]c(C(=O)C(C)Sc2nnnn2C)c1C (centres undefined)	-5
c1ccc(CN2CCc3ncnc(NC4CCNCC4)c3C2)cc1	-8
O=C(CN1CCN(C(=O)N2CCCCC2)CC1)Nc1ccc(F)cc1	-9
Cc1noc(C)c1CC(=O)N1CCCC2(CC1)CNC(=O)O2 (centres undefined)	-14
CCn1c(C2CCN(Cc3cc4c(cc3OC)OCO4)CC2)nn(C)c1=O	-33
O=C(CCC1CCN(Cc2ncc[nH]2)CC1)Nc1ccccc1Cl	-9
COc1ccc(-c2cnnc(N3CCN(c4nc(C)cnc4C)CC3)n2)cc1	-3
Cc1c(C(C)NC(=O)c2ccc3c(c2)C(=O)N(C)C3=O)cnn1-c1ccccn1 (centres undefined)	-2
CC(C)c1ccc(NC2CCCN(C(=O)c3ccc(C#CC(C)(C)O)o3)C2)cc1 (centres undefined)	-6
Cc1ccc(-c2nc(C=Nc3cccc(C)c3)c(O)o2)cc1	-14
CCc1ccc(-n2c(C)cc(/C=C3\C(=N)N4N=CSC4=NC3=O)c2C)cc1	5
Cc1nc2c(C)cccn2c(=O)c1NC(=O)c1ccc(Br)o1	-9
COc1cc(-c2nc(C=Nc3cccc(C(F)(F)F)c3)c(O)o2)cc(OC)c1OC	1
CCOc1ccccc1-c1cc(C(=O)N2CCN(C)CC2C)[nH]n1 (centres undefined)	-6
CC(CNc1ccnc(C(=O)NCc2cccnc2)c1)c1ccccc1 (centres undefined)	-29
Cc1occc1C(=O)N(C)C(C)c1cccc(S(N)(=O)=O)c1 (centres undefined)	-5
Cc1cnc(-c2ccccc2CO)c(Cl)c1	-21
CC(=O)Nc1ccc(NC(=O)Cn2cnc3c(nnn3Cc3ccc(C)cc3)c2=O)cc1	3
C=C(C)CN(CC)C(=O)C1(c2cc(C)cc(C)c2)CCC1	-8
O=C1OCCN1c1ccc(C(=O)N(Cc2ccco2)C2CC2)cc1	2
O=C1CC2(CCCCC2)Oc2cc3ccccc3cc21	-7
CCOc1ccc(N2CCN(C(=O)c3ccc(Cl)c(Cl)c3)C(C)C2=O)cc1 (centres undefined)	-5
COc1ccc(Cl)cc1CN(C)C(C(=O)NC1CC1)c1ccccc1 (centres undefined)	-22
COc1cc(C)ccc1S(=O)(=O)NC(=O)C1(C)CCN1C(=O)CC(c1ccccc1)c1ccccc1 (centres undefined)	16
O=C(c1cc(-c2ccc(F)cc2)c[nH]1)N1CCOCC1	-5

A portion of the library. The share of hits here may be higher or lower than overall.
